# TbHK1 inh: T. brucei hexokinase 1 inhibition; recombinant TbHK1, G6PDH-coupled NADH A340; inhibition, % at 10 µM; 220,000 tested, 0.11% active;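 active = inhibition of 50% or more in the single-dose primary screen; inactive = inhibition below 50%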
# Wee1 degr inh: inhibitors of human Wee1 degradation | P30291 | HeLa Luc-Wee1K328M stability, luciferase luminescence; 100% = proteasome inhibitor MG132 effect | reporter increase, % at 5 µM | 220,000 tested, 1.2% active | AID 1321;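 active = activation above the mean of all tested compounds plus 3 SD, set per screening run, cut at about 8.8% in these data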;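 note: cells exposed to compound for 20 h before luminescence read; 0% = DMSO alone and 100% = MG132 at 30 µM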
# FXIa inh 1536: inhibitors of human coagulation factor XIa | P03951 | AID 798 | purified FXIa, Boc-Glu-Ala-Arg-AMC fluorogenic substrate | inhibition, % at 5 µM | 220,000 tested, 0.14% active;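 active = inhibition of at least 40%; inactive = inhibition below 40%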;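 note: fluorescence of freed AMC excited at 355 nm; 0% = enzyme without compound and 100% = no enzyme blank; many of its hits are not listed in these tables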
# Target sequence (P03951 19-387 limits assumed): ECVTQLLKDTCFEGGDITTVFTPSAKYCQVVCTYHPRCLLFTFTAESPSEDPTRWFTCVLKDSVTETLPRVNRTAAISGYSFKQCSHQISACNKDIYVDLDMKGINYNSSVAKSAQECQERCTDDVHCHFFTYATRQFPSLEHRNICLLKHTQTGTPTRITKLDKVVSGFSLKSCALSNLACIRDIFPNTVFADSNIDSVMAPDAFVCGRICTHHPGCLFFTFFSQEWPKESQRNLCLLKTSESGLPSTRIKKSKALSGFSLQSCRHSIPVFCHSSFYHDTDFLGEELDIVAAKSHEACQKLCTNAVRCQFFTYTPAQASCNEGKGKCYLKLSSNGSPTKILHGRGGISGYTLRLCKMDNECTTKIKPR
# Target sequence (P03951 388-625 limits assumed): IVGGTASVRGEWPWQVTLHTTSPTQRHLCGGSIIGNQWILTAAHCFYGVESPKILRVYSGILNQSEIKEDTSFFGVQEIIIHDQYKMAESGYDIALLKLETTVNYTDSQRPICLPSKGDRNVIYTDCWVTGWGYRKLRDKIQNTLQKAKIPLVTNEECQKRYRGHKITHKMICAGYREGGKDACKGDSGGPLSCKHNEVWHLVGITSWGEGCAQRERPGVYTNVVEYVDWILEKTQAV
# TNF death inh: blocks TNF-alpha induced death of Jurkat FADD-/- cells; Jurkat FADD-/- TNF necroptosis rescue, ATP luminescence, 24 h; 0 = TNF only, 100 = no-TNF cells; activation (protection from cell death), % at 10 µM; 220,000 tested, 0.068% active; AID 463075;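 active = activation, meaning protection from cell death, of at least 50% relative to plate controls; inactive = activation below 50%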;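 note: necroptosis triggered by 40 ng/mL TNF-alpha added together with compound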
# PPC-1+TRAIL kill: compounds killing PPC-1 cancer cells with TRAIL present (potentiator screen, no TRAIL-free arm); PPC-1 cells + TRAIL, ATPLite viability luminescence; cell killing (% activity), % at 4 µM; 220,000 tested, 0.41% active;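 active = cell killing above 50% in the first pass at 4 µM, then a duplicate retest at 5 µM averaging 50% or more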;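 note: plate controls were cells with TRAIL plus DMSO for no effect and medium-only wells lacking cells for full effect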
# CHOP inh: blocks CHOP induction under ER stress; CHO-K1 CHOP-promoter luciferase, tunicamycin-induced, 15-18 h; inhibition, % at 10 µM; 220,000 tested, 3.8% active; AID 2732;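 active = compounds that reduced the stress-induced luciferase reporter signal by more than about 70% of percent inhibition, limit read from the data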;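 note: 0% = tunicamycin plus vehicle and 100% = wells without tunicamycin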
# L929 necroptosis: blocks zVAD induced death of L929 cells; viability rescue, % at 10 µM; L929 zVAD necroptosis rescue, ATP luminescence, 24 h; with zVAD 60 µM; 220,000 tested, 0.38% active;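 active = activation, scaled between plate controls, above about 75%, limit read from the data; inactive = activation under that limit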;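 note: 0% = zVAD with DMSO and 100% = DMSO alone without zVAD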
# FXIIa inh: inhibitors of human coagulation factor XIIa. P00748. purified FXIIa, Boc-QGR-AMC fluorogenic substrate, 2 h. inhibition, % at 5 µM. 220,000 tested, 0.3% active. AID 800; in the data active = inhibition above about 40%;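 note: 0% = enzyme with no compound and 100% = blank without enzyme; many of its hits are not listed in these tables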
# PGE2 EP2 inh: blocks the human prostaglandin E2 receptor EP2 | P43116 | C6 glioma cells expressing human EP2, cAMP TR-FRET; cells stimulated with saturating PGE2 | inhibition, % at 25 µM | 260,000 tested, 0.52% active;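 active = percent inhibition above 40 after rounding to a whole number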;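 note: rat C6 glioma host cells with rolipram phosphodiesterase inhibitor present; the protocol text gives 20 µM as final concentration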
# Target sequence (P43116 whole entry, looked up): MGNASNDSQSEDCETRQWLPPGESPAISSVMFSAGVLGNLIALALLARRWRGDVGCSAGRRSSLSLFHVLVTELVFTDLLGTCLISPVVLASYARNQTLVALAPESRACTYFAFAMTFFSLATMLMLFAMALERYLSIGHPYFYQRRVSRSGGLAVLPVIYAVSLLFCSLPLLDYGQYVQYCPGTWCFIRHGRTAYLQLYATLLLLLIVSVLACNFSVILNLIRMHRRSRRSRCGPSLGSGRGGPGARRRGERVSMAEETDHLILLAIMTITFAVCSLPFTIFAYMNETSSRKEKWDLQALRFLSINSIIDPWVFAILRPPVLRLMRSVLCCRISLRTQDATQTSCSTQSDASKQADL
# Starred values were filed as active, the others as inactive; . = not tested or not shown; & = joins results of further samples. Not all compounds are listed; the hit share may differ from the screen's.
SMILES,TbHK1 inh,Wee1 degr inh,FXIa inh 1536,TNF death inh,PPC-1+TRAIL kill,CHOP inh,L929 necroptosis,FXIIa inh,PGE2 EP2 inh
O=C(NCCN1CCOCC1)c1ccccc1[N+](=O)[O-],5.3,-1.0,-0.5,-0.4,3.0,12.7,-0.3,13.6,11.9
CC(C)OCCCn1c(SCC(=O)N2CCc3ccccc32)nc2ccccc2c1=O,-13.2,2.7,3.3,5.0,-0.6,21.8,0.3,10.8,7.5
Cc1cc(C)c(N(C(=O)Cn2nnc3ccccc32)C(C(=O)NC(C)(C)C)c2ccsc2)c(C)c1 (stereo not given),-2.5,0.4,1.4,-9.8,6.0,49.3,0.1,0.8,12.8
CC(C)[C@H](NC(=O)NCCc1ccc(F)cc1)C(=O)O,2.6,0.5,-3.1,-1.5,11.8,22.9,-0.1,6.8,14.5
Cc1cc2ncn(CCCCOc3ccccc3)c2cc1C,-3.0,1.1,-2.1,-0.2,-4.4,69.8,-0.3,-17.1,4.5
Cn1c(CN2CCOCC2)nc2cc(NC(=O)c3ccc(Cl)cc3)ccc21,-4.4,1.5,-7.7,-11.0,25.0,.,0.1,0.7,11.8
Cc1c(C#N)c(N)nc(Cl)c1C#N,-8.1,-1.7,16.0,-1.9,25.8,-26.2,-0.8,9.1,2.8
CCCCOc1ccc(NC(=O)Nc2nnc(C)s2)cc1,3.8,-2.3,1.4,-2.1,21.6,-5.7,1.5,9.3,17.7
CN1C(=O)/C(=C2\SC(=S)N(CC3CCCO3)C2=O)c2ccccc21 (stereo not given),-0.1,4.2,-0.3,-7.0,-14.2,14.0,-0.6,9.7,8.4
Cc1cc(NC(=O)CCC(=O)N(CC(=O)NCC2CCCO2)c2ccc3c(c2)OCCO3)no1 (stereo not given),5.5,1.4,-0.9,-1.4,15.8,4.3,-1.2,9.6,9.1

# Continued; the last 3 above are carried over.
SMILES,TbHK1 inh,Wee1 degr inh,FXIa inh 1536,TNF death inh,PPC-1+TRAIL kill,CHOP inh,L929 necroptosis,FXIIa inh,PGE2 EP2 inh
CCCCOc1ccc(NC(=O)Nc2nnc(C)s2)cc1,3.8,-2.3,1.4,-2.1,21.6,-5.7,1.5,9.3,17.7
CN1C(=O)/C(=C2\SC(=S)N(CC3CCCO3)C2=O)c2ccccc21 (stereo not given),-0.1,4.2,-0.3,-7.0,-14.2,14.0,-0.6,9.7,8.4
Cc1cc(NC(=O)CCC(=O)N(CC(=O)NCC2CCCO2)c2ccc3c(c2)OCCO3)no1 (stereo not given),5.5,1.4,-0.9,-1.4,15.8,4.3,-1.2,9.6,9.1
c1ccc(-c2cc3c(N4CCN(c5ncccn5)CC4)ncnc3s2)cc1,-2.2,-1.9,-1.9,0.2,4.6,9.2,1.7,4.2,17.8
O=[N+]([O-])c1ccc(Cl)c(C2Nc3cccc4cccc(c34)N2)c1,-2.3,5.2,-9.2,-4.5,-6.8,-23.7,-0.2,-7.7,11.4
CCCn1c(=O)c2c(c3ccccc31)OCC(=O)N2,-12.4,0.1,2.2,-0.4,2.8,6.7,3.2,1.3,10.0
O=C(CN1CCN(Cc2ccc(Cl)cc2)CC1)N/N=C/c1cccc(F)c1,-9.8,-1.1,2.7,5.2,-2.4,11.9,1.7,6.9,8.2
CCc1cccc(NC(=O)Cn2cc(C=O)c3ccccc32)c1,4.8,0.1,5.3,-0.2,-20.3,51.8,2.6,9.2,13.0
COc1ccc(CNC(=O)C2CC=CCC2C(=O)O)cc1OC (stereo not given),-0.1,-1.5,6.2,-0.3,13.0,-14.6,0.3,24.9,12.2
COc1ccccc1NC(=O)CCN1CC(C)OC(C)C1 (stereo not given),-1.1,5.4,-2.1,-0.9,17.9,33.0,0.1,8.2,5.2
CC(=O)c1sc(N/N=C/c2cccc(O)c2)nc1C,-25.6,-1.0,7.5,-0.8,5.5,-5.4,3.3,9.5,6.0
CCOC(=O)/C=C1\SCC(=O)N1CC(=O)Nc1ccc(C(C)C)cc1,-3.0,-0.8,11.1,-0.1,10.6,38.2,0.3,27.5,7.7
Cc1ccc(C2=Nc3ccccc3N=C(c3ccc([N+](=O)[O-])cc3)C2)c(O)c1,-10.8,0.2,25.0,2.5,0.7,-4.5,1.5,37.3,7.5
CCOC(=O)c1cc(C#N)c(SC)nc1-c1ccccc1,2.6,-1.7,-1.7,-4.0,7.9,12.2,0.3,2.5,9.3
O=C(NNC(=O)c1cc(-c2ccccc2)n(-c2ccccc2)n1)c1cccc([N+](=O)[O-])c1,6.5,0.0,22.1,1.3,10.1,-4.7,0.1,4.7,10.7
Cc1cccc(C)c1OCC(=O)N(Cc1ccc(N(C)C)cc1)C1CCS(=O)(=O)C1 (stereo not given),-1.0,-1.3,0.1,6.1,-0.2,-2.2,0.1,4.0,22.2
Cc1cc2c(NC(=O)Nc3ccc(C(C)(C)C)cc3)cccc2nn1,-11.1,-0.2,6.2,-0.5,-12.4,11.8,1.6,2.3,13.7
CN(C)C(=O)C#Cc1ccccc1,-7.4,6.0,2.1,0.0,13.9,15.4,1.4,5.7,9.2
CN(c1ccc(C(=O)N2CCOCC2)cc1)S(C)(=O)=O,-5.3,-1.9,18.1,0.4,13.1,-9.8,-0.5,26.6,146.3*
Cc1ccc(N2C(=O)c3ccccc3C2Nc2ccccc2F)nc1 (stereo not given),4.1,1.4,0.9,0.1,-3.4,36.7,-0.3,9.4,11.0
Cc1nn(-c2cccc(C(F)(F)F)c2)c(Cl)c1/C=N/Nc1cccc(C(=O)O)c1,28.7,4.7,6.9,1.7,21.6,-16.5,0.2,9.3,6.9
CCCNC(=O)c1ccccc1NC(=O)c1ccccc1N(C)S(=O)(=O)c1ccccc1,-5.9,0.7,7.0,-1.6,-9.3,-7.4,-0.1,3.9,4.0
CCCCNc1nnc(SCC(=O)c2c[nH]c3ccccc23)s1,-7.1,-2.3,5.2,0.8,26.7,23.3,0.5,-1.3,7.7
COc1ccc(-c2nsc(SCC(=O)Nc3ccc4c(c3)OCO4)n2)cc1,-4.3,0.4,2.6,2.3,17.1,53.7,1.1,9.9,7.5
O=C(Nc1ccc(Cl)cc1)Nc1nc(-c2ccccc2O)cs1,-23.6,-0.8,53.2*,-7.5,-1.2,103.9*,0.3,29.4,0.7
COc1ccc(/C=C(\CC(=O)O)c2nc3ccccc3o2)cc1,-27.5,3.1,4.3,0.2,4.6,10.5,1.2,7.4,5.7
CC1CCN(C(=O)c2scc3c2OCCO3)CC1,-1.7,0.0,13.6,0.5,-2.2,13.3,0.6,21.8,11.4
Cc1cc(C)cc(NC(=S)N(Cc2ccc(Br)cc2)Cc2ccc(C(=O)O)cc2)c1,4.9,-2.1,1.8,-1.2,0.4,12.1,1.7,5.8,5.7
COC(=O)C1=C(C(=O)OC)[C@@H]2N(Cc3ccccc3)c3ccccc3[C@@]23C[C@@H](C(=O)OC)N(C(=O)CC(C)C)C3=N1,-11.9,.,-0.1,0.3,3.9,6.4,-0.2,2.3,8.2
CCOC(=O)c1c(C)n(C)c2ccc(OC(C)=O)cc12,6.4,-0.3,4.3,-2.6,3.5,1.2,0.9,10.7,9.8&13.1
COC(=O)c1ccccc1NC(=O)CSc1nnc(-c2ccc(OC)cc2)n1C,2.5,-2.3,7.2,-0.5,9.6,-4.0,.,13.9,12.6
C=CCn1c(SC)nnc1C1COc2ccccc2O1 (stereo not given),9.9,3.5,3.3,0.8,-5.8,22.9,-0.1,9.7,0.5
COc1ccc(-n2[nH]c(C)cc2=O)cc1,-0.3,1.1,-3.2,-5.9,13.8,17.4,0.1,10.9,7.3
CCOC(=O)Cn1cc(/C=N/NC(=O)c2cc3ccccc3o2)c2ccccc21,-56.2,4.4,8.7,3.0,32.6,-20.9,0.3,13.6,5.1
COc1nc(Cl)cn(-c2ccc(Cl)cc2)c1=O,-15.4,-0.7,6.8,0.3,-5.3,18.0,-0.5,5.0,4.5
O=C(NNC1=NCCC1)c1cccc(S(=O)(=O)N2CCOCC2)c1,-13.7,-0.2,7.3,1.5,20.7,-20.5,0.1,9.2,2.2
Cc1csc2c(C#N)c(=O)c3c(n12)CCC3,-20.2,-0.8,-0.3,-1.5,7.1,-16.4,0.1,5.9,12.4
COCCN(CCOC)c1nc(S(=O)(=O)c2ccc(C)cc2)c(Cl)s1,8.4,1.1,-0.2,-1.2,-1.9,17.9,-0.2,7.9,2.2
CSc1ccccc1NC(=O)COc1ccc(Cl)cc1Cl,0.3,7.5,10.5,3.6,-4.5,-0.6,2.0,10.5,2.4
O=C(/C=C/c1ccco1)N(Cc1ccccc1)C1CCS(=O)(=O)C1 (stereo not given),-17.0,-0.9,1.9,0.2,16.2,-24.4,-0.2,9.9,6.1
CCC(C)(C)NC(=O)CN(CC1CCCO1)C(=O)CCC(=O)Nc1nccs1 (stereo not given),-3.8,3.2,4.8,-2.2,24.3,12.1,0.2,6.0,20.3
O=C(c1ccc(CN2CCc3ccccc3C2)cc1)N1CCCCC1,-0.2,2.5,0.8,1.3,7.5,22.6,3.9,6.2,15.2
O=Cc1cn(CCC(=O)O)nc1-c1cccc2ccccc12,-3.8,1.6,-2.8,0.2,11.1,-1.6,0.1,2.8,2.2
CCCCN1C(=O)C(NC(=O)CC(C)C)(C(F)(F)F)C2=C1CC(C)(C)CC2=O (stereo not given),-6.6,-0.4,-5.4,-1.5,-1.2,16.0,0.2,10.3,6.1
Cc1c(Cl)cccc1NC(=O)N1CCCN(c2nc(-c3ccccc3)ns2)CC1,-14.4,-1.5,-0.2,-15.0,12.5,15.3,1.0,5.6,12.4
Cc1ccc(Cn2cc(/C=N/NC(=O)Cc3nnc(NC(=O)c4ccc(C)cc4)s3)c3ccccc32)cc1,19.9,-0.8,27.6,-0.5,.,-14.6,-0.8,40.1*,9.2
O=C(CSc1ncccn1)NCc1ccccc1,-5.2,-1.8,4.1,-0.7,-1.5,17.5,0.1,11.7,15.1
CN1C(=O)N(c2ccccc2)C(Nc2nncs2)C1(C)C (stereo not given),-0.2,7.3,-2.1,0.1,-14.7,-0.8,0.8,1.3,9.7
CC(NC(=O)C1CCCN(S(=O)(=O)c2cnc[nH]2)C1)c1ccccc1 (stereo not given),-6.7,-0.8,-0.8,-0.4,1.8,22.9,0.2,8.1,12.2
CSCC[C@H](NC(=O)C1CCCC1)c1nc2ccccc2[nH]1,-2.3,0.3,-5.7,1.5,14.8,9.8,3.0,0.7,10.0
CC(C)(C)NS(=O)(=O)c1ccc(CCC(=O)Nc2cc(Cl)ccc2Oc2ccccc2)cc1,-0.2,-3.2,6.1,1.9,8.0,34.6,-0.5,12.1,9.1
CCCS(=O)(=O)N1CCCC(C(=O)NCC2CCCO2)C1 (stereo not given),4.4,0.2,-1.4,-2.7,-2.1,-5.0,-0.4,-3.0,-2.5
COCCCn1c(N)c(-c2nc3ccccc3n2C)c2nc3ccccc3nc21,-35.1,-3.8,-11.1,-3.0,19.6,-4.9,0.0,15.1,10.2
Cc1cc(N/N=C/c2cccc(Cl)c2)nc(-n2nc(C)cc2C)n1,-38.8,-2.4,1.9,-1.6,6.3,-28.8,-0.1,6.2,5.7
CC(=O)CC1=NC(C)(C)Cc2ccccc21,-15.8,-2.8,14.3,0.7,-22.2,12.3,0.4,4.9,8.2
CC(C)(C)n1nc2c(c1NC(=O)COc1ccc3ccccc3c1)CS(=O)C2 (stereo not given),-1.7,-1.4,4.4,0.2,15.3,20.3,1.0,11.1,.
